Assay outcomes deposited in PubChem BioAssay by National Center for Advancing Translational Sciences (NCATS).
Nrf2 ARE act = Nrf2 pathway activation | AREc32 ARE-luciferase reporter (MCF7-derived line), luminescence, 24 h | Potency, µM (highest dose often 46.1 µM), without a hit: at the top dose activation, actives largely listed as activators | 410,000 compounds, 0.31% hits; note: potency is the fitted concentration of half-maximal effect; % of control where 0% means no effect; nearly all actives have a fitted effect of over 65% in size
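AREc32_Fluc, 1000 cells/well, OPTI-MEM + 5% FBS, o/n 37 deg C 5% CO2; 23 nL cpd by pin tool, 24 hr; Steady-Glo 30 min RT, luminescence.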
ATXN2 expr inh = ATXN2 expression inhibition | HEK-293 ATXN2-luciferase reporter, luminescence, 24 h | Potency, µM (titrated, usually from 57 µM), inactives show at the top dose activity change, negative = inhibition, usual class: inhibitors | 360,000 compounds, 0.72% hits | AID 1745845; note: potency is the fitted concentration of half-maximal effect; % is set by controls: 0 for no effect and ±100 for the full control effect; nearly all actives have a fitted effect of over 55% in size
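qHTS (up to 57 uM final) was run with 24 h compound exposure of reporter cells at 37 °C. Each well was multiplexed: SteadyGlo luminescence measured ATXN2-luciferase expression after a fluorogenic Gly-Phe-AFC viability readout (25 uM final).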
Nrf2 block = blocks Nrf2 signaling | A549 ARE-Fluc reporter, luciferase luminescence, 18-24 h | Potency, µM (titrated, usually from 46 µM), inactives show at the highest dose activity change, negative = inhibition, actives largely listed as inhibitors | 360,000 compounds, 2.1% hits | AID 504444; note: potency is the fitted concentration of half-maximal effect; % is set by controls: 0 for no effect and ±100 for the full control effect; nearly all actives have a fitted effect of over 60% in size
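A549 ARE_Fluc cells (5000/well, 5% FBS OPTI-MEM) pre-incubated 2 h, then treated with compounds 18-24 h at 37C/5% CO2 in concentration-response. CellTiter-Fluor viability read first; BugLite luciferase luminescence after 15 min at room temperature gives Nrf2 activity.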
TGFb inhibitor = TGF-b pathway inhibition | 410,000 compounds, 1.2% hits | HepG2 CAGA-GFP TGF-b/SMAD3 reporter, GFP fluorescence, 18 h; TGF-beta stimulated, 500 pg/mL final | Potency, µM (series often up to 46.1 µM), without a hit: at the highest dose activity, negative = inhibition, most hits filed as inhibitors; note: potency is the fitted concentration of half-maximal effect; % is set by controls: 0 for no effect and ±100 for the full control effect; nearly all actives have a fitted effect of over 65% in size
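Read-out: total well GFP (ex488/em500-530) summed from mean per-cell fluorescence. Cells: HEPG2 CAGA-GFP, 1% FBS DMEM, 18 h at 37 degrees C with 500 pg/mL final TGF-beta. Unstimulated wells served as the full-inhibition control; stimulated DMSO wells = 0%.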
S2 tox = cell viability loss in ATXN counter-screen; S2 cells (HEK-293 line with an ATXN2-luciferase reporter) viability, CellTiter-Fluor protease fluorescence, 24 h; Potency, µM (doses to about 56.7 µM), hits mostly cytotoxic; 400,000 compounds, 0.49% hits; note: potency is the fitted concentration of half-maximal effect; nearly all actives have a fitted effect of over 40% in size
MCF10A rereplic = inducers of DNA re-replication in MCF 10A breast cells; 350,000 compounds, 2.9% hits; MCF 10A DNA re-replication, Hoechst nuclear intensity, 48 h; Potency, µM (titrated, usually from 46.1 µM), inactives show at the highest dose activity, positive = re-replication, usual class: activators; AID 624296; note: potency is the fitted concentration of half-maximal effect; % of control where 0% means no effect; nearly all actives have a fitted effect of over 50% in size
A549 tox = kills or reduces viability of A549 cells in Nrf2 counter-screen. A549 ARE-Fluc cells, CellTiter-Fluor viability, 18-24 h. Potency, µM (highest dose often 46 µM), for inactives: top-dose activity change, negative = cytotoxicity, usual class: inhibitors. 390,000 compounds, 0.16% hits; note: potency is the fitted concentration of half-maximal effect; % is set by controls: 0 for no effect and ±100 for the full control effect
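A549 ARE_Fluc cells in 5% FBS OPTI-MEM were exposed to compounds in concentration-response for 18-24 h at 37 deg C. Viability was read by CellTiter-Fluor fluorescence (Ex 405/Em 525) after 30 min, before the luciferase read.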
HepG2 tox = counter-screen for TGF-b inhibitors: cytotoxicity in HepG2 cells; HepG2 CAGA-GFP viability, ATP luminescence, 18 h; Potency, µM (titrated, usually from 46.1 µM), for the others: at the top dose activity change, negative = cytotoxicity, most hits filed as cytotoxic; 410,000 compounds, 0.76% hits; AID 588856; note: potency is the fitted concentration of half-maximal effect; some results filed as inactive show a strong effect at the top dose
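HepG2 CAGA-GFP cells (1000/well, DMEM with 1% FBS) received compound, then TGF-beta at 500 pg/mL final, and were incubated 18 hours at 37 degrees C. Viability was read by CellTiter-Glo luminescence. Media-only wells were set as complete cell-killing and DMSO as no toxicity.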
IL-1B inflam inh = inflammasome signaling inhibition, IL-1 beta readout. THP-1 LPS/ATP IL-1B secretion, AlphaLISA, 16 h; hits give low values. activity change, % at 57.5 µM. 360,000 compounds, 4.7% hits. AID 743279; in the data active = activity change below about -50%; inconclusive = mostly about -30% to -49%; note: % is set by controls: 0 for no effect and ±100 for the full control effect
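THP-1 cells pretreated 1 hr with compounds (up to 57.5 uM final), then stimulated with LPS (250 ng/mL final) plus ATP (1.25 mM final); secreted IL-1B measured by AlphaLISA after 16 hr, decreased signal indicating inhibition.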
* = called active by the depositor; i = inactive; ? = inconclusive; / = no result given; [ ] = another dose, or the depositor's remark. Unless noted, calls come from the whole dose curve; as a rule, active = well fitted curve in the direction sought with a large enough effect; inconclusive = small, poorly fitted or top-dose-only effect, or another doubt; inactive = no such curve, though single readings can be large; an effect the other way counts as inactive or inconclusive.

SMILES | Nrf2 ARE act | ATXN2 expr inh | Nrf2 block | TGFb inhibitor | S2 tox | MCF10A rereplic | A549 tox | HepG2 tox | IL-1B inflam inh
CN1CCC(=NNC(=O)CN(c2ccc(Oc3ccccc3)cc2)S(C)(=O)=O)CC1 | -0.6% | -3.6% | 4.1% | -4.1% | i | 13.7% | 2.3% | -0.1% | 60.8
CCCCCCCNC(=O)C1(CC2CC(c3cccc(Br)c3)=NO2)CCN(C(=O)c2ccccc2)CC1 (stereo not given) | -0.4% | -10.4% | -14.8% | 3.8% | i | -3.3% | -2.7% | -3.7% | -10.6
COc1cc(/C=C2\C(=O)NN(c3ccc(C)cc3)C2=O)cc([N+](=O)[O-])c1O | -0.3% | -7.4% | 6.0% | -3.6% | i | ? | -12.7% | 0.0% | 15.4
CCOC(=O)N1CCN(C(=O)c2ccc3c(c2)N(Cc2ccccc2F)C(=O)c2ccccc2S3=O)CC1 (stereo not given) | 0.1% | 6.7% | -6.3% | ? | i | / | -11.8% | 5.4% | /
O=C(NCC1CCCO1)c1ccc(COc2ccc(F)cc2)o1 (stereo not given) | 0.2% | 36.2% | -20.9% | 1.1% | i | 25.0% | 4.8% | 6.6% | 5.7
Cc1ccc(Cn2c(=O)c3c(ncn3C)n(C)c2=O)cc1 | 0.1% | -12.9% | -5.8% | 1.8% | / | 6.5% | 12.9% | 2.1% | 4.7
COc1ccc(CC(N)c2csc(NC(=O)c3ccc(F)cc3)n2)cc1 (stereo not given) | 5.8% | -14.0% | / | ? | i | / | / | -28.9% | -54.1*
S=C(c1ccc(-c2ccccc2)o1)N1CCCCC1 | 2.6% | 126.6%[activator] | ? | -26.1% | i | -4.7% | 5.6% | 0.1% | -56.6*
CN(CC(=O)Nc1ccccc1C(=O)N1CCCC1)S(=O)(=O)c1ccc(Cl)cc1 | -0.7% | 0.8% | / | -4.3% | i | -1.2% | -5.0% | -1.5% | 9.0
COc1ccc(S(=O)(=O)N(CC(=O)N/N=C/c2cccs2)c2ccc(C)cc2)cc1OC | -1.0% | 0.5% | / | 2.6% | i | 5.7% | -1.9% | 2.6% | -13.7
COc1ccc(Cl)cc1S(=O)(=O)N1CCC(C(=O)NCC2CCCO2)CC1 (stereo not given) | 0.1% | 0.2% | -12.3% | 2.6% | i | 1.2% | -1.0% | 5.7% | 0.0
CCCOc1ccc(/C=N/Nc2ccccn2)cc1OC | 18.0% | 74.7%[activator] | ? | 4.1% | i | ? | 0.6% | -49.3% | -3.5
O=C(c1cc(COc2c(F)cccc2F)on1)N1CCC(c2ccccc2Cl)C1 (stereo not given) | -0.9% | -5.0%[11.3 µM] | ? | ? | i | 1.3% | 7.3% | 0.1% | -18.1
CCOc1ccc(Nc2oc(/C=C/c3cccc(OC)c3)nc2C#N)cc1 | 5.4% | 7.0% | 17.6% | ? | / | / | 11.2% | -14.6% | /
CC(C(=O)O)n1cnc2sc3c(c2c1=O)CCCC3 (stereo not given) | 0.6% | 2.5% | -0.6% | 1.0% | i | -35.3%[inhibitor] | -0.4% | 0.3% | 25.2
CCOC(=O)C1=C(C)Nc2nc(C)nn2C1c1ccc(OCC)c(OC)c1 (stereo not given) | -0.2% | -5.6% | -9.2% | 0.0% | i | -4.4% | 3.7% | 10.3% | -15.1
CCCCN(C)C(=O)C1CCC(CNS(=O)(=O)c2ccc3c(c2)CC(C)N3C(=O)C2CC2)CC1 (stereo not given) | 7.1% | / | 1.1% | ? | ? | ? | -5.4% | -26.2% | -12.3
O=S(=O)(NCC(c1cccs1)N1CCc2ccccc2C1)c1ccccc1 (stereo not given) | 0.3% | 4.4% | -0.7% | -17.0% | i | ? | 0.2% | 0.1% | ?
CCC(=O)N1c2ccccc2CC1C(=O)NCCc1ccc(SC)cc1 (stereo not given) | -0.2% | 6.4% | / | -1.4% | i | / | 1.2% | 0.4% | /
COc1cc2[nH]c(Cl)c([N+](=O)[O-])c2cc1OC | -0.5% | -3.7% | 3.2% | -5.4% | i | -1.9% | -1.8% | -1.4% | 27.0
Cc1c(NC(=O)COC(=O)CSc2ccc([N+](=O)[O-])cc2)c(=O)n(-c2ccccc2)n1C | -0.6% | -4.3% | 13.8% | 9.2% | ? | -1.4% | -1.5% | 1.7% | -3.4
CC1(C(=O)Nc2cccc(C(F)(F)F)c2)Cc2c(-c3ccccc3)ccnc2O1 (stereo not given) | 0.3%[9.22 µM] | 8.2% | / | ? | i | / | / | -35.9% | 12.9
O=C(Nc1ccc(Cl)cc1)NC1(C(=O)NCCCN2CCOCC2)CCCCC1 | -0.5% | 7.4% | -2.9% | -8.7% | i | -4.7% | -5.2% | 9.9% | 13.5
COC(=O)CSc1nc2c(c(=O)n(C)c(=O)n2C)n1CCC(C)C | 1.9% | 11.1% | 25.8% | 8.1% | i | 0.3% | 2.1% | 14.5% | 24.2
C[C@@H]1CN([C@@H](C)CO)C(=O)CCCn2nncc2CO[C@@H]1CN(C)C(=O)c1ccc(N2CCN(C)CC2)cc1 | 0.2% | 4.7% | / | 0.2% | i | / | / | 9.4% | -9.8
O=C(O)CCC(=O)NNC(=O)CCCOc1ccc(Cl)cc1Cl | 3.9% | -4.5% | 6.9% | 1.3% | i | -11.2% | -2.6% | -24.3% | 19.6
COC(=O)/C=C1\SC(N)=NC1=O | -0.6% | / | -19.8% | 1.1% | ? | -7.5% | -8.9% | -0.4% | 6.5
COc1ccccc1NC(=O)CSc1oc(-c2ccccc2)nc1S(=O)(=O)c1ccccc1 | 3.0% | -5.1% | -15.4%[9.27 µM] | -4.1% | i | / | -3.6% | -8.1% | /
CCN(C(=O)c1cccs1)c1nnc(-c2ccncc2)s1 | 1.0% | 39.2%[activator] | 1.1% | -2.0% | i | 27.3% | -13.0% | -9.8% | -20.7
Cc1ccc(C)c(NC(=S)NNC(=O)c2sccc2C)c1 | 1.3% | 71.3%[activator] | / | -11.1% | i | -3.1% | -9.4% | 3.9% | 17.5

Further compounds follow:
SMILES | Nrf2 ARE act | ATXN2 expr inh | Nrf2 block | TGFb inhibitor | S2 tox | MCF10A rereplic | A549 tox | HepG2 tox | IL-1B inflam inh
Cc1cc(Br)cn2c(Cc3ccsc3)c(-c3ccc(F)cc3)nc12 | 11.7% | -2.7% | / | -21.5% | ? | / | / | -28.4% | 74.0
CCCc1ccc2oc(C(=O)NCc3nnc(C)o3)c(C)c2c1 | 0.9% | 29.6% | ? | 3.5% | i | 0.7% | -0.1% | 6.4% | ?
COc1ccc(NC(=O)CN2C(=O)C(C)Oc3ccc(C)cc32)cc1 (stereo not given) | 2.8% | 2.5% | 1.3% | -5.5% | i | 16.0% | 0.4% | 3.7% | -18.0
CC(=O)c1c(O)c(C)c(-c2ccccc2)n(-c2ccccc2)c1=O | -0.8% | -9.3% | / | -3.2% | i | ? | -1.1% | -3.0% | 0.0
O=C(Nc1ccccc1)c1ccc(NCCN2C(=O)CCC2=O)c([N+](=O)[O-])c1 | -0.9% | 4.6% | -15.8% | 23.3% | i | -43.4%[inhibitor] | -13.2% | 38.7% | 55.5
O=C(NCc1ccc2c(c1)CCN2C(=O)c1ccncc1)c1cccc(Cl)c1 | -0.2% | / | / | 20.8% | / | / | -8.1% | -2.1% | /
CCCCNC(=O)c1cn(CC)c2cc(N3CCN(C(=O)c4ccco4)CC3)c(F)cc2c1=O | 1.8% | 14.3% | 8.9% | 2.0% | i | -8.5% | -5.2% | -15.4% | -12.5
Cc1ccc(S(=O)(=O)/N=C(/Nc2ccc(F)cc2F)c2ccc(F)cc2)cc1 | -0.8% | 1.5% | 0.2% | -0.8% | i | -5.6% | -5.7% | -0.3% | 5.9
Clc1ccc(/C=N\Nc2ccccc2)cc1 | 5.2% | / | 9.5% | 2.5% | i | ? | 3.2% | -8.4% | 30.3
O=C(Nc1ccc(C(O)c2ccccc2)cc1)[C@H]1C[C@H](O)[C@@H](CO)O1 (stereo not given in full) | -0.3% | 13.9% | / | -1.8% | i | / | / | 6.7% | 0.0
CC1(c2ccc(Cl)c(Cl)c2)NC(=S)N2C1NC(=S)N2c1ccccc1 (stereo not given) | 7.7% | 2.3% | -1.7% | -36.3% | ? | 1.5% | -2.3% | -10.3% | -72.8*
CN(C(=O)c1ccccc1[N+](=O)[O-])c1ccccc1C(=O)NCc1ccccc1 | -0.8% | -11.1% | 11.9% | 3.7% | i | 6.5% | 3.9% | 10.4% | -10.2
CCc1ccc(NC(=O)N2CCC(c3ccccc3)C2)cc1 (stereo not given) | 2.9% | 25.0% | ? | -1.2% | i | 2.6% | -3.0% | -5.6% | -58.8*
CC1CN(c2nnc(-c3ccccc3)c3ccccc23)CC(C)O1 (stereo not given) | 3.3% | -2.3% | 3.5% | 15.4% | i | ? | -0.1% | 8.0% | -0.1
O=C(CN1CCc2ccccc21)Nc1ccc2c(c1)OCO2 | 3.8% | -2.5% | ? | -8.3% | i | -0.3% | 15.2% | -11.3% | 16.1
O=S(=O)(NCCNS(=O)(=O)c1cccs1)c1cccs1 | 0.3% | 0.5% | 10.2% | -13.0% | i | 10.5% | 4.7% | -0.5% | -2.8
O=C(COC(=O)c1ccc(S(=O)(=O)N2CCCCC2)cc1)Nc1ccccc1Cl | 0.3% | 10.5% | 11.9% | -6.7% | i | ? | -1.1% | 11.8% | 1.3
